F508del corr: correctors of CFTR F508del function in bronchial epithelial cells. activity (quench increase), % at 7.58 µM. hit rate 0.36% among 350,000. CFBE cells, YFP halide quenching; stimulated with forskolin plus potentiator P3; % fluorescence drop versus neutral controls. AID 720511;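 active = mean added fluorescence quench of at least 8% versus neutral control, with both replicates also reaching 8%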;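 note: cells transiently co-express mutant CFTR-F508del with the halide-sensitive YFP; corrector assay measuring rescue of mutant channel to the surface after 24 h compound exposure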
SIRT5 block: blocks human SIRT5 desuccinylation of peptide; Purified SirT5, succinyl-peptide AMC, trypsin-coupled fluorescence; inhibition, % at 15 µM; hit rate 1.1% among 330,000; in the data active = inhibition above about 15%
Target sequence (Q9NXA8 whole entry, looked up): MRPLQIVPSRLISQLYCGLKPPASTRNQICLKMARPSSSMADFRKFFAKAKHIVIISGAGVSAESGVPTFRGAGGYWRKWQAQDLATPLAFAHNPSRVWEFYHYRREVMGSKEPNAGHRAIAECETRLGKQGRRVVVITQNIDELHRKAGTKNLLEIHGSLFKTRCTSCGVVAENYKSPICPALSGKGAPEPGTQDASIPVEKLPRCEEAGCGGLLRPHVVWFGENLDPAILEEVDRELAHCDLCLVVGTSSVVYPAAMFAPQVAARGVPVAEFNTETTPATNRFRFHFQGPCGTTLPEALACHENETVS
miR-122 sensor: blocks miR-122 activity in Huh7 sensor cells; Huh7 miR-122 Renilla luciferase sensor, 48 h; neutral wells = 0, positive control = 100; activation (reporter increase), % at 12.5 µM; hit rate 0.3% among 340,000;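 active = mean replicate activation score at least 90 and every replicate individually at or above 90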;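 note: higher luciferase means less miR-122 activity so hits act as miR-122 inhibitors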
CASP6 VEID inh: blocks human caspase-6 cleavage activity; purified caspase-6, Z-VEID-R110 cleavage fluorescence; inhibition, % at 12.5 µM; P55212; AID 686996; hit rate 0.53% among 350,000;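 active = mean inhibition across replicates at least about 35%, with every replicate also reaching that limit, limit read from the data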;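 note: 0% = median of neutral control wells and 100% = no fluorescence left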
Target sequence (P55212 24-179 limits assumed): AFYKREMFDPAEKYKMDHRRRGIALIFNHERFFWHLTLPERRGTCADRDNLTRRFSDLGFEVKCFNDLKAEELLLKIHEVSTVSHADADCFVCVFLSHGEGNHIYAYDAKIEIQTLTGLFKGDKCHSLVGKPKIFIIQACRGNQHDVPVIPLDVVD
Target sequence (P55212 194-293 limits assumed): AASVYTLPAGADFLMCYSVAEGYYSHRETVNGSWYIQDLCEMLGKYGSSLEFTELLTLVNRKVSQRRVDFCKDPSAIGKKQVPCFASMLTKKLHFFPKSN
DENV2 CPE rescue: inhibitors of DENV2 cytopathic effect | DENV2-infected cells, cytopathic effect rescue, plate reader | CPE inhibition, % at 9.99 µM | hit rate 1.7% among 350,000; in the data active = CPE inhibition above about 20%, passing the limit was not always enough; tested in BHK-21 cells;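 note: 0% = median of neutral control wells and 100% = median of positive control wells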
ERAP1 inh: ERAP1 (human) enzyme inhibition; recombinant ERAP1, Leu-AMC fluorescence, 60 min; Q9NZ08; inhibition, % at 10.7 µM; hit rate 0.15% among 340,000;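 active = mean replicate inhibition of at least 30%, or all replicates individually reaching that 30% level; inactive = mean below 30% and not every replicate reaching it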;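 note: 0% = neutral control wells and 100% = L-leucinethiol positive control wells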
ERp5 block: blocks human ERp5 reductase activity on insulin. Q15084. ERp5 insulin aggregation, absorbance 650 nm, 90 min. inhibition, % at 9.99 µM. hit rate 0.05% among 350,000;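 active = mean replicate inhibition above about 25%, with every replicate also reaching it, limit read from the data, passing the limit was not always enough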
Target sequence (Q15084 whole entry, looked up): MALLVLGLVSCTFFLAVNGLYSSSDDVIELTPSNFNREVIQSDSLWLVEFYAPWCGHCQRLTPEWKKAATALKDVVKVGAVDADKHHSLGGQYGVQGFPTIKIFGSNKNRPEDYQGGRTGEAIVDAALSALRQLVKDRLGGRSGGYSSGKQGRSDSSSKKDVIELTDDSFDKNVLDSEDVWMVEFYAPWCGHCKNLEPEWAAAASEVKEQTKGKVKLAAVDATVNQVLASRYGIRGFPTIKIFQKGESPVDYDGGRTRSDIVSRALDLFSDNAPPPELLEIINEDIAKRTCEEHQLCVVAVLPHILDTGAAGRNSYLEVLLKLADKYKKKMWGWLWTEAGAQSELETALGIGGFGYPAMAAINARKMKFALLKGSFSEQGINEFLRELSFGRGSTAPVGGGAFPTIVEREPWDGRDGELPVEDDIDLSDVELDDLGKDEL
Starred values were filed as active, the others as inactive; / = not tested or not shown; & = joins results of further samples; [ ] = dose if it differs, or a comment.

SMILES | F508del corr | SIRT5 block | miR-122 sensor | CASP6 VEID inh | DENV2 CPE rescue | ERAP1 inh | ERp5 block
O=C(c1ccc(Cn2c(=O)[nH]c3ccsc3c2=O)cc1)N1CCN(c2ccccc2)CC1 | -2.3 | 1 | 15 | 1 | 9 | -1 | -7
C[C@@H]1CN([C@H](C)CO)C(=O)c2cc(NC(=O)Nc3ccc(C(F)(F)F)cc3)ccc2O[C@H]1CN(C)S(=O)(=O)c1cccs1 | -0.6&0.1 | / | -1[16.7 µM] | 3 | -17 | -3 | 7
COc1ccc(-c2cc(=O)oc3cc(OCC(=O)N4C[C@H]5C[C@@H](C4)c4cccc(=O)n4C5)ccc23)cc1 | -5.6 | -1 | -1 | 0 | -4 | 4 | 1
CCCN1C[C@@H](C)[C@@H](OC)CN(C)C(=O)c2ccc(NS(C)(=O)=O)cc2OC[C@@H]1C | / | -1 | 1[16.7 µM] | -9 | -1 | -3 | 0
O=C(C[C@@H]1C[C@H]2c3cc(NS(=O)(=O)c4ccc(F)cc4)ccc3O[C@H]2[C@H](CO)O1)NCC1CC1 | -3.1 | / | -1[16.7 µM] | / | -12 | / | /
COc1ccc(Nc2nc(NCc3ccco3)nc(N3CCOCC3)n2)cc1 | -0.2 | -7 | 6 | -4 | 1 | 4 | 1
CCOc1ccc(OCCC(=O)OCC(=O)Nc2cc(OCC)c(N3CCOCC3)cc2OCC)cc1 | -0.6 | -4 | / | 12 | 20 | -2 | 13
C[C@H](CO)N1C[C@H](C)[C@H](CN(C)C)Oc2ncc(-c3cccc(C(F)(F)F)c3)cc2C1=O | -2.8 | -2 | -2[16.7 µM] | 0 | -7 | 1 | 3
COC(=O)c1cc(OC)c(OC)cc1NC(=O)c1cccc(C)c1 | 1.5 | -4 | -1 | 1 | -5 | 0 | -3
Cc1[nH]c2ccccc2c1C(=O)C(=O)N1CCOCC1 | 3.2 | 0 | -4 | -1 | 0 | 2 | 2
Cc1nc2ncnn2c(N2CCC(C(=O)NCC3CCCO3)CC2)c1Cc1ccccc1 (configuration not stated) | 0.6 | -1 | -3 | -2 | 9 | -2 | 2
Cc1ccccc1-c1cnc2c(c1)C(=O)N([C@H](C)CO)C[C@H](C)[C@H](CN(C)C(=O)CC1CC1)O2 | -0.7 | -3 | 20[16.7 µM] | -2 | 1 | 2 | -4
O=C(NC1CCCCC1)C(c1cccnc1)N(C(=O)c1csnn1)c1ccc(F)cc1 (configuration not stated) | -3.2 | -4 | 1 | -2 | -6 | 1 | -1
CC(=O)c1ccc(NC(=O)NC2CCCCCCC2)cc1 | 0.7 | 0 | -7 | -6 | / | 1 | 1
COc1ccc(Nc2c(-c3ccco3)nc3ccc(C)cn23)cc1 | 2.1 | 1 | -2 | 0 | 19 | -2 | 9
O=C(OCc1nc2ccc(Cl)cc2n1CCO)c1ccc(O)cc1 | / | 0 | 8 | 3 | -1 | 1 | 1
O=C(/C=C1\OCc2ccccc21)c1ccccc1 | -1.1 | -1 | / | 2 | 2 | 6 | -2
NC(=O)NC(=O)c1nccnc1C(=O)O | 1.7 | 4 | / | -3 | -1 | 0 | 3
O=C(Cc1cccc(NC(=O)C2CCN(C(=O)CCc3ccccc3)CC2)c1)Nc1cccc(C(=O)N2CCCC2)c1 | -3.4 | / | -9 | / | -2 | -2 | 3
COc1ccc(C(=O)CSc2ncnc3nc[nH]c23)cc1 | -1.3 | 1 | / | 0 | -2 | 5 | 2
CCc1ccc(-c2nc(CS(=O)CC(=O)NCc3ccc4c(c3)OCO4)c(C)o2)cc1 (configuration not stated) | -0.7 | -2 | -5 | -1 | 13 | 0 | -3
CN(C)S(=O)(=O)c1cccc(NC(=O)c2cc3c(cc2Cl)N2CCCCCC2=NS3(=O)=O)c1 | 2.5 | 2 | / | 1 | -5 | -7 | -72
CC(=O)N/C(=N/c1nc(C)cc(C)n1)Nc1ccc(F)cc1F | -3.7 | -1 | 1 | -2 | 12 | 1 | 2
Cc1cccc(N2CCN(C(=O)CCS(=O)(=O)c3ccc4c(c3)oc(=O)n4C)CC2)c1C | 2.8 | 3 | 3 | 1 | -1 | -3 | -12
Cc1ccc2c(c1)NC(=O)C(CC(=O)NCCCN1CCCCC1)O2 (configuration not stated) | 4.8 | -5 | 0 | -12 | 8 | -2 | -2
Cc1cc(=O)oc2cc(OCC(=O)N3CCOCC3)c(Cl)cc12 | -0.2 | -20 | / | -2 | 10 | -22 | 0
O=[N+]([O-])c1ccc(N/N=C/c2cccs2)nc1 | -4.1 | -2 | / | 1 | -2 | 1 | -4
Cc1ccc(C(=O)N/C(=C/c2cccc([N+](=O)[O-])c2)C(=O)NCC2CCCO2)cc1 (configuration not stated) | 3.2 | -2 | / | 3 | 11 | -3 | -4
O=C(c1cccc(F)c1)N1CC(=O)N2[C@H](CO)[C@H](c3ccc(/C=C/c4ccccc4)cc3)[C@@H]2C1 | 2.7 | 12 | / | 4 | 3 | -1 | 1
COc1ccc(N2C(=O)CC(SCCc3nc4ccccc4[nH]3)C2=O)cc1 (configuration not stated) | / | 14 | 1 | 2 | / | 5 | -3
O=C(Nc1ccc(NS(=O)(=O)c2ccccc2)cc1)c1ccc(Cl)cc1 | -0.9 | -1 | 12 | -1 | 2 | -2 | -6
CN(C)CC(=O)N1CCCCN2[C@H](CO)[C@@H](c3ccc(-c4cncnc4)cc3)[C@H]2C1 | 0.0 | -4 | 2[16.7 µM] | / | / | / | -1
Cc1cc(C(F)F)n2ncc(C(=O)NCc3ccc(F)cc3)c2n1 | 1.2 | 2 | 2 | 2 | -4 | 0 | -3
C[C@H]1COc2cccc(N3CCC[C@H]3CO)c2S(=O)(=O)N1 | -2.7 | -3 | / | -4 | -2 | / | -2
CN(C)CC#Cc1ccc([C@@H]2[C@@H](CO)N3C(=O)CN(C(=O)c4ccccc4)C[C@H]23)cc1 | 2.6 | 3 | / | -27 | -1 | -2 | -2
O=C(Cc1ccccc1)NC(=S)Nc1ccc(N2CCCCC2)cc1 | / | 0 | / | 0 | 0 | -2 | 11
Cc1ccc(S(=O)(=O)CCC(=O)Nc2sccc2C(N)=O)cc1 | -1.5 | 1 | / | 3 | -6 | 1 | -4
CCOC(=O)C(C(C)=O)c1nc(C)nc2c1nnn2Cc1ccccc1Cl (configuration not stated) | / | 4 | 1 | -2 | / | 2 | -3
CC(C)NC(=O)N(C)C[C@@H]1Oc2cc(C#C[C@H](C)O)ccc2S(=O)(=O)N([C@H](C)CO)C[C@@H]1C | 0.2 | 1 | -4[16.7 µM] | 2 | 0 | 1 | 6
CS(=O)(=O)N1CCCCN2[C@H](CO)[C@@H](c3ccc(Br)cc3)[C@H]2C1 | -0.6 | 8 | -1[16.7 µM] | 0 | -2 | 4 | 0
C[C@@H]1CCCCO[C@H](CN(C)Cc2ccc3c(c2)OCO3)[C@@H](C)CN([C@H](C)CO)C(=O)c2cc(NS(=O)(=O)c3ccccc3)ccc2O1 | -1.1 | 4 | 3[16.7 µM] | -2 | 4 | -5 | -1
C[C@H](CO)N1C[C@H](C)[C@@H](CN(C)C(=O)c2cccnc2)Oc2cc(C#CC3(O)CCCC3)ccc2S1(=O)=O | 2.3 | 8 | 37[16.7 µM] | 4 | 6 | 1 | 2
COc1ccc(NC(=O)C2CCN(S(=O)(=O)c3cccs3)CC2)cc1OC | 1.1 | 0 | -1 | 2 | -10 | 8 | -8
CC1CNCCN1S(=O)(=O)c1cccc2cnccc12 (configuration not stated) | 4.2&6.6 | -3&3 | -7&0 | 5&-4 | 3&-1 | -1&-1 | 4&0
C[C@@H]1CN([C@H](C)CO)C(=O)c2cccc(NS(=O)(=O)c3ccc(F)cc3)c2O[C@@H]1CN(C)S(=O)(=O)c1cccs1 | 0.9 | 5 | 2[16.7 µM] | -2 | 12 | 2 | -3
CC1(C)c2ccccc2C(=O)c2ccccc21 | -0.6 | / | -4 | -1 | 6 | -2 | 7
CO[C@@H]1CN(C)C(=O)c2ccc(NS(=O)(=O)c3c(C)noc3C)cc2OC[C@@H](C)NC[C@@H]1C | -2.5&1.1 | -2&-5 | / | 3&5 | 15&3 | 0 | -3
CC(C)(C)NC(=O)NC12CC3CC(CC(C3)C1)C2 | -2.5 | -2 | / | -1 | 0 | -1 | 0
C[C@@H]1CCCCO[C@@H](CN(C)C(=O)c2ccncc2)[C@@H](C)CN([C@@H](C)CO)C(=O)c2cc(NS(=O)(=O)c3ccc(Cl)cc3)ccc2O1 | 0.4 | 3 | 4[16.7 µM] | -2 | -4 | -1 | -1
CC(=O)Oc1ccc2ccc(=O)oc2c1 | 0.7 | -53 | 2 | 7 | 8 | 7 | -2

Five consecutive compounds from above, quoted:
SMILES | F508del corr | SIRT5 block | miR-122 sensor | CASP6 VEID inh | DENV2 CPE rescue | ERAP1 inh | ERp5 block
C[C@@H]1CCCCO[C@H](CN(C)Cc2ccc3c(c2)OCO3)[C@@H](C)CN([C@H](C)CO)C(=O)c2cc(NS(=O)(=O)c3ccccc3)ccc2O1 | -1.1 | 4 | 3[16.7 µM] | -2 | 4 | -5 | -1
C[C@H](CO)N1C[C@H](C)[C@@H](CN(C)C(=O)c2cccnc2)Oc2cc(C#CC3(O)CCCC3)ccc2S1(=O)=O | 2.3 | 8 | 37[16.7 µM] | 4 | 6 | 1 | 2
COc1ccc(NC(=O)C2CCN(S(=O)(=O)c3cccs3)CC2)cc1OC | 1.1 | 0 | -1 | 2 | -10 | 8 | -8
CC1CNCCN1S(=O)(=O)c1cccc2cnccc12 (configuration not stated) | 4.2&6.6 | -3&3 | -7&0 | 5&-4 | 3&-1 | -1&-1 | 4&0
C[C@@H]1CN([C@H](C)CO)C(=O)c2cccc(NS(=O)(=O)c3ccc(F)cc3)c2O[C@@H]1CN(C)S(=O)(=O)c1cccs1 | 0.9 | 5 | 2[16.7 µM] | -2 | 12 | 2 | -3

Going on with the list:
SMILES | F508del corr | SIRT5 block | miR-122 sensor | CASP6 VEID inh | DENV2 CPE rescue | ERAP1 inh | ERp5 block
COc1ccc2c3c([nH]c2c1)[C@@H](CO)N(C(=O)c1ccncc1)CC31CCN(Cc2cccnc2)CC1 | -1.7 | -4 | / | 2 | -2 | -2 | 1
Cc1cc(C)cc(OCCn2nnc3ccccc32)c1 | 0.5 | -1 | 2 | 1 | 0 | -2 | 4
CC(C)CCOc1cccc(OCC(=O)Nc2ccncc2)c1 | 1.0 | -2 | -7 | 4 | 6 | 1 | 1
Cc1ccccc1-n1c(O)cc(=O)[nH]c1=S | 0.9 | 1 | / | 1 | -4 | 3 | 2
Cc1ccc(N2C(=O)N(CC(=O)Nc3ccc(C)cc3C)C(=O)C2C)cc1 (configuration not stated) | -1.6 | -2 | -2 | 1 | 8 | -3 | 0
CN(CC(=O)Nc1cccc(F)c1)C(=O)c1ccc(-c2cccc(C(F)(F)F)c2)o1 | 0.2 | -4 | / | 4 | -7 | -3 | 0
CN(C)c1ccc(C(CC(=O)O)C(=O)O)cc1 (configuration not stated) | 4.5 | / | / | 8 | -3 | 1 | -6
COc1ccccc1NC(=O)N[C@H]1CC[C@@H](CC(=O)N2CCC(Cc3ccccc3)CC2)O[C@@H]1CO | 0.4 | -7 | / | -3 | -2 | -8 | -4
O=C(NCC[C@@H]1CC[C@@H](NC(=O)c2ccccc2F)[C@@H](CO)O1)c1cnccn1 | 0.7 | 0 | / | -1 | -3 | 1 | 3

Three entries from above, ordered by their value in miR-122 sensor, low to high:
SMILES | F508del corr | SIRT5 block | miR-122 sensor | CASP6 VEID inh | DENV2 CPE rescue | ERAP1 inh | ERp5 block
CC(C)CCOc1cccc(OCC(=O)Nc2ccncc2)c1 | 1.0 | -2 | -7 | 4 | 6 | 1 | 1
Cc1[nH]c2ccccc2c1C(=O)C(=O)N1CCOCC1 | 3.2 | 0 | -4 | -1 | 0 | 2 | 2
O=C(NC1CCCCC1)C(c1cccnc1)N(C(=O)c1csnn1)c1ccc(F)cc1 (configuration not stated) | -3.2 | -4 | 1 | -2 | -6 | 1 | -1
